# HDAC3 inhib – HDAC3 deacetylase inhibitors, primary screen, biochemical, fluorescence, cell-free homogeneous. Histone deacetylase 3 (Homo sapiens), O15379. recombinant HDAC3, fluorogenic peptide/trypsin coupled. inhibition, % at 8.3 µM. 0.15% of 320,000 active; in the data active means inhibition above about 26%, passing the limit was not always enough; inconclusive means no clear call, values can overlap the other calls
# SKKanGAS inh – S. pyogenes SKKanGAS growth inhibitors in kanamycin, primary screen, streptokinase expression inhibitor project, SKKanGAS strain, BacTiter-Glo luminescence; inhibition, % at 7.5 µM; 1.3% of 300,000 active; AID 1662, 2009; 6 h;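 active means mean replicate score, as percent of positive control median, at least 50; inconclusive means mean below 50 but one replicate at or above 50; inactive means mean and every replicate below 50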;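 further: strain carries kanamycin resistance gene driven by streptokinase promoter and grows in 40 µg/ml kanamycin; loss of luminescence reflects streptokinase promoter inhibition or plain growth inhibition; 0% = median of DMSO wells and 100% = positive control at its reference dose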
# TMEM16A act – TMEM16A chloride channel activators or potentiators, primary screen, cell-based, HTS. Anoctamin-1 (Mus musculus), Q8BHY3. HEK293 TMEM16A/YFP-H148Q/I152L, iodide quench fluorescence; hits give low values. B-score at 10 µM. 0.3% of 340,000 active;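 active means fluorescence-ratio B-score plate-corrected deviation score at least 3 library SD below zero, with starting fluorescence score within 5 deviations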;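 further: channel opened by trigger with iodide after compound preincubation; score built on the fluorescence ratio of max minus min over baseline; more negative score means more quench and so TMEM16A activation or potentiation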
# Target sequence (Q8BHY3 whole entry, looked up): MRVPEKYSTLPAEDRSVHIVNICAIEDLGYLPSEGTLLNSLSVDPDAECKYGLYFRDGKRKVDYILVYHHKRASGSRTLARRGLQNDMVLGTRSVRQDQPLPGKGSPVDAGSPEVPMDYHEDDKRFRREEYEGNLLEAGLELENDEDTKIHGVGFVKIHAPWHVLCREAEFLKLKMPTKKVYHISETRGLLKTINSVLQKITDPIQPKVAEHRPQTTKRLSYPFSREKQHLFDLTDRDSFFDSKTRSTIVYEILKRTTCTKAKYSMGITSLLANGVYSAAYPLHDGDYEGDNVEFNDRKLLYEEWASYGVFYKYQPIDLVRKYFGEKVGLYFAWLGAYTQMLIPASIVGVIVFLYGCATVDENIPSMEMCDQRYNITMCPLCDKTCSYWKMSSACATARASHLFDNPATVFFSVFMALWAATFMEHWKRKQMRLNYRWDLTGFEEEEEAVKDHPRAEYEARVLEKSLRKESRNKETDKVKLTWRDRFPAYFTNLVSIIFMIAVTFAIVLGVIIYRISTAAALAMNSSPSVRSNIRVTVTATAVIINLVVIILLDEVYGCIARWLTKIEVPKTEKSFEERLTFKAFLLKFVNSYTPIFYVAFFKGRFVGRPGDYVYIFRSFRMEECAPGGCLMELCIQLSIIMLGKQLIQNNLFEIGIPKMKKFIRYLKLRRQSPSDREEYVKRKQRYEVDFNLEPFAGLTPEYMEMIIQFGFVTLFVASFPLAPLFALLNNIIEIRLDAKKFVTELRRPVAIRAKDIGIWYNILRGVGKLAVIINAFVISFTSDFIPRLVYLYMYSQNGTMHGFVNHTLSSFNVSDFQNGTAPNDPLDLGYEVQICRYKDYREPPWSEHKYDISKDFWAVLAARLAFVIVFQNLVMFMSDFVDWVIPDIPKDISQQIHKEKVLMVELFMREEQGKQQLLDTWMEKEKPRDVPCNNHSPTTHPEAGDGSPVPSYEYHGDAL
# TRPC6 inh – mouse TRPC6 channel inhibitors, primary screen, cell-based, HEK293, membrane potential dye; Short transient receptor potential channel 6 (Mus musculus), Q61143; 1.1% of 310,000 active; B-score at 10 µM; ACh-evoked depolarization; hits give low values;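 active means B-score under library mean minus 3 SD, initial fluorescence not abnormally high, positive integrated signal ratio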;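 further: B-score derived from integrated fluorescence ratio over the kinetic read; more negative B-score means stronger inhibition of depolarization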
# TMEM16A inh – TMEM16A chloride channel inhibitors, primary screen, cell-based, HTS. Anoctamin-1 (Mus musculus), Q8BHY3. 1.2% of 310,000 active. normalized B-score (activity score, 25-100; higher = stronger inhibition) at 10 µM. HEK293 TMEM16A/YFP iodide influx fluorescence, ionomycin;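 active means ratio plate-corrected score three or more library SD toward inhibition, starting fluorescence score within five deviations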;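 further: score derived from kinetic fluorescence span divided by baseline fluorescence per well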
# RGS4 pot – RGS4 potentiators or activators, primary screen, cell-based, HEK293 M3R inducible RGS4, calcium flux; carbachol calcium flux Fluo4; hits give low values; B-score at 10 µM; 0.92% of 310,000 active;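 active means B-score of the integrated calcium signal more than 4 SD below the library mean, with starting fluorescence not abnormally high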;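 further: negative B-score means reduced calcium response which marks RGS4 activation or potentiation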
#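 Material: Inducible-RGS4 HEK293 cells carrying M3 receptor; also added: carbachol at ECmax as muscarinic agonist stimulus; incubation: compound preincubation 20 min at room temperature before agonist; signal: Fluo4-AM (2 µM) calcium-flux fluorescence, kinetic read; measure: integrated calcium ratio converted to B score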
# MrgX1 antagonist – antagonists of human MrgX1 receptor, primary screen, HEK293 cells, Fluo-4 calcium flux; BAM8-22 antagonism; hits give low values; B-score at 10 µM; AID 588676, 2011; 1.3% of 310,000 active; Mas-related G-protein coupled receptor member X1 (Homo sapiens), Q96LB2;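 active means calcium-response B-score plate-corrected more than 3 library SD below zero, starting fluorescence within 5 deviations, no agonist response on first addition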;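 further: peak minus trough fluorescence over baseline after final BAM8-22 challenge near maximal dose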
# MrgX1 ag – agonists of human MrgX1 receptor, primary screen, HEK293 cells, Fluo-4 calcium flux. Fluo-4 calcium fluorescence, agonist mode; hits give high values. AID 588627, 2011. B-score at 10 µM. Mas-related G-protein coupled receptor member X1 (Homo sapiens), Q96LB2. 0.44% of 310,000 active;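 active means calcium response B-score plate-corrected fluorescence ratio at least 3 library SD, with starting fluorescence B-score inside 5 SD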
#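 times = overnight plating, then 30 min 37 °C plus 30 min room-temperature dye loading | assay system = stable human MrgX1 HEK293 cell line | input = fifteen thousand cells per well | signal = kinetic calcium dye fluorescence, Fluo-4 NW | dosing = compound delivered in addition one of three | read-out = B-scored fluorescence response ratio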
# TRPC6 act – mouse TRPC6 channel activators, primary screen, cell-based, HEK293, membrane potential dye. HEK293-TRPC6 membrane potential dye fluorescence; hits give high values. B-score at 10 µM. 0.13% of 310,000 active;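 active means B-score of the integrated fluorescence ratio above library mean plus 3 SD, and starting fluorescence ratio within library mean plus 5 SD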;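 further: higher score means more depolarization so channel activation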
# MrgX1 allo act – positive allosteric modulators of MrgX1, primary screen, HEK293 cells, Fluo-4 calcium flux; FDSS; hits give high values; B-score at 10 µM; 0.63% of 310,000 active;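 active means plate-corrected calcium response at least 3 library SD above typical, normal starting fluorescence, not activating the receptor alone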;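 further: compound read alongside a low EC10 to EC30 dose of BAM8-22 agonist; peak minus trough fluorescence over baseline measured at the second addition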
# RGS4 block – RGS4 inhibitors, primary screen, cell-based, HEK293 M3R inducible RGS4, calcium flux | B-score at 10 µM | AID 463165, 2010 | Fluo-4 calcium flux; hits give high values; triggered by carbachol at its EC20 | Regulator of G-protein signaling 4 (Homo sapiens), P49798 | 0.45% of 310,000 active;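 active means B-score, a plate-corrected calcium signal, over three deviations above library mean, with baseline fluorescence within five deviations of library mean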;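 further: RGS4 expression induced by doxycycline in cells with stable M3 receptor; B-score is computed from the integrated fluorescence ratio over baseline after carbachol; higher B-score means a larger calcium signal and so more RGS4 inhibition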
# * hit, by the source's call; i = inactive; ? = inconclusive; / = not tested or not shown.
SMILES,HDAC3 inhib,SKKanGAS inh,TMEM16A act,TRPC6 inh,TMEM16A inh,RGS4 pot,MrgX1 antagonist,MrgX1 ag,TRPC6 act,MrgX1 allo act,RGS4 block
CNC(=S)NNC(=O)Cc1ccccc1,4,-4,i,i,i,i,i,i,i,i,i
CCC(=O)Nc1nnc(SCc2ccc(F)cc2)s1,0,1,i,/,i,/,i,i,/,i,/
COc1cccc(N(CC(=O)NC2CC3CCC2C3)S(=O)(=O)c2ccccc2)c1 (stereo unspecified),4,-5,i,i,i,i,i,i,i,i,i
C/C(=N\NC(=O)Cc1ccccc1Cl)c1cccnc1,-7,3,i,i,i,i,i,i,i,i,i
CCCn1nc(C(=O)OCC(=O)c2ccc3c(c2)NC(=O)CO3)c2ccccc2c1=O,1,-1,i,i,i,i,i,i,i,i,i
CN(Cc1ccccc1)S(=O)(=O)c1ccc(NC(=O)c2ccccc2C(=O)O)cc1,5,-4,i,i,i,i,i,i,i,i,i
Cc1ccc(CN2CCN(/N=C/c3ccc(C(=O)O)cc3)CC2)cc1,1,3,i,i,i,i,i,i,i,i,i
CC(NC(=O)CNC(=O)C1O[C@@H]2OC(C)(C)O[C@@H]2[C@H]2OC(C)(C)O[C@@H]12)C(=O)O (stereo partly specified),-14,-11,i,i,i,i,i,i,i,i,i
CCOC(OCC)c1cn(Cc2ccc(C(=O)c3ccccc3)cc2)nn1,7,-1,i,i,i,i,i,i,i,i,i
CCOC(=O)/C(C#N)=C1/C=CN(c2ccccc2)C=N1,-6,1,i,i,i,i,i,i,i,i,i
O=C(NCCCn1ccnc1)C1CC2CCC1C2 (stereo unspecified),-3,-3,i,i,i,i,i,i,i,i,i
CC(C)NC(=O)c1ccccc1NC(=O)/C=C/c1cccc([N+](=O)[O-])c1,-2,13,i,i,i,i,-4.5*,i,i,i,i
Cc1onc(-c2ccccc2)c1-c1ccnn1C(=O)NC(C)C,1,-1,i,i,i,i,i,i,i,i,i
Cc1ccc(-c2cc(C(=O)N/N=C/c3c(C)nn(-c4ccccc4)c3C)[nH]n2)cc1,/,29,i,i,/,i,/,/,i,/,i
CN(C(=O)CSc1nnc(-c2ccc(OC(F)F)cc2)n1N)C1CCS(=O)(=O)C1 (stereo unspecified),/,6,i,i,i,i,i,i,i,i,i
COc1ccc(NC(=O)CN(C)S(=O)(=O)c2cnc[nH]2)cc1OC,-1,4,i,i,i,i,i,i,i,i,i
CCOC(=O)c1c(C)[nH]c(C)c1S(=O)(=O)N(C)CC(=O)Nc1ccccc1OC,-1,-1,i,i,i,i,i,i,i,i,i
CCOc1ccc(OCCN2C(=O)NC(Cc3c[nH]c4ccccc34)C2=O)cc1 (stereo unspecified),-1,-13,i,i,i,i,i,i,i,i,i
CCN1CCN(C(c2ccccc2)c2nnnn2Cc2ccc(OC)cc2)CC1 (stereo unspecified),-2,2,i,i,i,i,i,i,i,i,i
Cc1ccc(C)n1/N=C1/NC(=O)CS1,2,6,i,i,i,i,i,i,i,i,i
CC(C)OP(=O)(OC(C)C)C(O)c1ccc2c(c1)OCO2 (stereo unspecified),-1,-7,i,i,i,i,i,i,i,i,i
Nc1c(-c2ccc(Cl)cc2)cnc2ncnn12,-2,3,i,i,i,i,i,i,i,i,i
Cc1ccc(S(=O)(=O)Oc2ccc(/C=C3/N=C(c4ccccc4)OC3=O)cc2)cc1,0,5,i,i,i,i,i,i,i,i,i
Cc1ccc(SCCN2CCC(C(C)(C)C)CCC2=O)cc1 (stereo unspecified),2,8,i,i,i,i,i,i,i,i,i
CC(C)C(c1nnnn1Cc1cccs1)N1CCN(C2CCCC2)CC1 (stereo unspecified),3,1,i,i,i,i,i,i,i,i,i
Cc1ccc(OCc2nnc(SCC(=O)Nc3ncc(C)s3)o2)cc1,-1,-6,i,i,i,i,i,i,i,i,i
COc1ccccc1/C=C/CN1CCCC(CO)(CCc2ccccc2)C1 (stereo unspecified),6,-3,i,i,i,i,i,i,i,i,i
CC1CCCCN1C(=O)CSc1nnc(CSc2ncccn2)n1C (stereo unspecified),3,2,i,i,i,i,i,i,i,i,i
Cc1ccc(S(=O)(=O)Nc2cc(-c3nn(C)c(=O)c4ccccc34)ccc2N2CCOCC2)cc1,7,13,i,i,i,i,i,i,i,i,i
Cc1ccc(S(=O)(=O)NCCC(=O)OCC(=O)NC(=O)c2cccn2C)cc1,-13,-12,i,i,i,i,i,i,i,i,i
O=C(O)c1ccccc1-c1ccccc1C(=O)NNc1ccccc1,/,2,i,i,i,i,i,i,i,i,i
CCCc1cc(=O)[nH]c(SCCOc2ccc(OCC)cc2)n1,11,-1,i,i,i,i,i,i,i,i,i
COC(=O)c1cc(NC(=O)c2c(Cl)nc3sccn23)cc(C(=O)OC)c1,-6,-3,i,i,i,i,i,i,i,i,i
O=C(O)c1ccc(Cl)cc1NC(=O)C1CCCO1 (stereo unspecified),0,15,i,i,i,i,i,i,i,i,i
Cc1ccc(NC(=O)CCC(=O)c2cccs2)nc1,-2,-5,i,i,i,i,i,i,i,i,i
Cn1cc(S(=O)(=O)N2CCCC2)cc1C(=O)NCc1ccccc1Cl,3,-5,i,i,i,i,i,i,i,i,i
COc1ccc2cc(CCNC(=O)C3CC3)c(=O)[nH]c2c1,-2,2,i,i,i,i,i,i,i,i,i
COc1ccc(OC)c(NC(=O)C2CC(/C=C/c3ccccc3)=NO2)c1 (stereo unspecified),5,8,i,i,i,i,i,i,i,i,i
Cc1n[nH]c(=O)c2c(NC(=O)CSc3nnc(C4CC4)n3C)oc(C)c12,14,-2,i,i,i,i,i,i,i,i,i
CCCNC(=O)c1cc(S(=O)(=O)N2CCCCC2)ccc1N1CCOCC1,6,-1,i,i,i,i,i,i,i,i,i
Clc1ccc(CN2CCCCCCC2)cc1Cl,7,5,i,i,i,i,i,i,i,i,i
Clc1ccc2nc(-c3ccccn3)c(Nc3ccc4c(c3)OCO4)n2c1,5,92*,i,i,i,i,i,i,i,i,i
Cc1ccc(Nc2nc(-c3cccs3)cs2)nc1,0,6,i,i,100*,i,i,i,i,i,i
COC(=O)c1ccc(Oc2nc(NC(C)C)nc(N(C)C)n2)cc1,-11,-1,i,i,i,i,i,i,i,i,i
CC(O)Cn1c(N2CCCC2)nc2c1c(=O)n(C)c(=O)n2C (stereo unspecified),5,-6,i,i,i,i,i,i,i,i,i
COc1cccc(-c2cc(C(=O)N3CCCc4ccccc43)no2)c1,2,-9,i,i,i,i,i,i,i,i,i
O=C(CN1CCCC1)Nc1ccc(F)c(Cl)c1,5,2,i,i,i,i,i,i,i,i,i
COc1ccc(C(=O)N(CCc2ccccc2)Cc2ccccc2)cc1S(=O)(=O)N1CCOCC1,-3,-4,i,i,i,i,i,i,i,i,i
COc1cc(/C=N/NC(=O)c2cc(C)n(-c3ccc(F)cc3)c2C)cc(OC)c1O,-2,6,i,i,i,i,i,i,i,i,i
CC1CC(=O)N(CC(=O)Nc2ccc3c(c2)OCO3)c2ccccc2S1 (stereo unspecified),0,-1,i,i,i,i,i,i,i,i,i
CCN1CCN(C(c2cc(OC)ccc2OC)c2nnnn2Cc2ccccc2)CC1 (stereo unspecified),-8,-1,i,i,i,i,i,i,i,i,i
CCOc1cc(CN2CCCC(CNC(=O)c3ccc(F)cc3)C2)ccc1OC (stereo unspecified),1,-18,i,i,i,i,i,i,i,i,i
CC(N=C(NS(=O)(=O)c1ccc(Cl)cc1)c1ccccc1)C(=O)O (stereo unspecified),-1,9,i,i,i,i,i,i,i,i,i
Cc1ccc(S(=O)(=O)NC(=O)N(C)C2CCCCC2)cc1,1,-1,i,i,i,i,i,i,i,i,i
O=C(Oc1ccc(-c2nnco2)cc1)N1CCCCC1,?,-3,i,i,i,i,i,i,i,i,i
O=C(NCc1ccccc1)C(=O)NCC1OCCN1S(=O)(=O)c1ccc(Br)cc1 (stereo unspecified),-5,3,i,i,i,i,i,i,i,i,i
O=C(Nc1ccc2c(c1)OCCO2)NC12CC3CC(CC(C3)C1)C2,-2,-9,i,i,i,i,i,i,i,i,i
COc1ccc(-c2nc(N)nc(C)c2-c2ccc(Cl)cc2)c(O)c1,1,6,i,i,i,i,i,i,i,i,i
COc1ccc(-n2nc(C(=O)NCC(=O)O)c3ccccc3c2=O)cc1,0,0,i,i,i,i,i,i,i,i,i
Cc1[nH]nc(SCC(=O)NCC(C)C)c1[N+](=O)[O-],4,2,i,i,i,i,i,i,i,i,i
# (next part)
SMILES,HDAC3 inhib,SKKanGAS inh,TMEM16A act,TRPC6 inh,TMEM16A inh,RGS4 pot,MrgX1 antagonist,MrgX1 ag,TRPC6 act,MrgX1 allo act,RGS4 block
C/C(=N\Nc1ccc(C(=O)O)cc1)c1ccc(Br)cc1,9,11,i,i,i,i,i,i,i,i,4.7*
COc1ccc(-n2nc(C(=O)NCC(=O)NC(C)C)c3ccccc3c2=O)cc1,-7,-5,i,i,i,i,i,i,i,i,i
CCOC(=O)c1c(C)[nH]c(C(=O)OCc2ccccc2)c1C,1,17,i,i,i,i,i,i,i,i,i
CCCCc1ccc(-c2nc(NC(=O)C3C4CCC(O4)C3C(=O)O)sc2C)cc1 (stereo unspecified),11,29,/,i,i,i,i,i,i,i,i
CCN1CCCC1CNC(=O)Cn1cc2c(n1)CCC(C)C2 (stereo unspecified),-3,-10,i,i,i,i,i,i,i,i,i
CCC1CCCCN1C(=O)COC(=O)c1cc2ccccc2cc1O (stereo unspecified),-14,-27,i,i,i,i,i,i,i,i,i
